High-throughput results from PubChem BioAssay.
M. tuberculosis GlmU = inhibition of mycobacterial GlmU enzyme – biochemical, glucosamine-1-phosphate acetyltransferase (AID 1376); 0.25% of 220,000 active; M. tuberculosis GlmU acetyltransferase enzyme assay; higher % means a stronger effect; inhibition, %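 (tested at 30 µM in the primary screen)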; hits with a dose series show IC50 in µM; in the data active = inhibition above about 13%;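 note: 0% = complete reaction with vehicle and 100% = reaction without substrate; strong numbers were not always called active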
Mtb RmlCD inh = M. tuberculosis RmlC/RmlD inhibition. inhibition, % at 3.6 µM. 0.03% of 160,000 active. RmlC+RmlD coupled enzyme assay, percent inhibition; primary screen in compound mixtures; in the data active = inhibition mostly above about 34%, no sharp cut-off; note: some results filed as inactive read as strong as hits
Target sequence (P9WH09 whole entry, looked up): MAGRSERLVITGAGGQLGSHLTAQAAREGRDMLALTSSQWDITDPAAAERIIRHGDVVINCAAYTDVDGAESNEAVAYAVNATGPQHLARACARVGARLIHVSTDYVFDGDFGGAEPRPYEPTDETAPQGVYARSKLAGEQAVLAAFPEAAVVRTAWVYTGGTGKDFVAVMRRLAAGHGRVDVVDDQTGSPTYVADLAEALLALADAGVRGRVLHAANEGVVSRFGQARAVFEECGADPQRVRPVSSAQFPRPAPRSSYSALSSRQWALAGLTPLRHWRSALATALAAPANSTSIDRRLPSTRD
Target sequence (P9WH11 whole entry, looked up): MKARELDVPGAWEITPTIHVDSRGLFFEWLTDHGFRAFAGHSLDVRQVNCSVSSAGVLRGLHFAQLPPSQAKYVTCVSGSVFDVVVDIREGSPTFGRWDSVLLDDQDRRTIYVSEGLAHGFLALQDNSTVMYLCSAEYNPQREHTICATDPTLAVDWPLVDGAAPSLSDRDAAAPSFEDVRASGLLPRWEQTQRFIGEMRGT
Numbers without * were called inactive; / = not tested or not shown. A portion of the library. The share of hits here may be higher or lower than overall.

Start of the data: the first 19 compounds, to show the layout:
SMILES | M. tuberculosis GlmU | Mtb RmlCD inh
Cc1nn(CC(=O)OCC(=O)Nc2ccccc2[N+](=O)[O-])c(C)c1[N+](=O)[O-] | -2.6% | -6
Cc1nn(-c2ccccc2)c2sc(-c3n[nH]c(=S)o3)cc12 | 7.5% | /
CC(c1ccccc1)N(NC(=O)C(O)(c1ccccc1)c1ccccc1)C(=O)c1ccccc1 (stereo not given) | 2.4% | -5
OCCCNc1ncnc2c1[nH]c1ccccc12 | 12% | /
COC(=O)c1ccc(CSc2nc3c(c(=O)n2-c2ccccc2)SCC3)o1 | 6.6% | -7
COc1ccc(NC(=O)CN2C(=O)C(c3ccccc3)=NC23CCCCCC3)cc1 | -6.8% | 8
COC(=O)c1c(NC(=O)c2cnccn2)sc2c1CCC2 | / | -6
Cc1cc(C)n(CC(O)COc2ccc3ccccc3c2)n1 (stereo not given) | 7.8% | -4
COC(=O)c1ccc(OCCn2cnc3ccccc3c2=O)cc1 | 2.4% | 4
O=[N+]([O-])/C(C(=C(Cl)Cl)N1CCOCC1)=C1\NCCO1 | -1.0% | 9
CC(=O)Nc1ccc(NC(=O)CCn2nnc3ccccc32)cc1 | -4.0% | -5
O=c1cccc2n1Cc1cc3ccccc3nc1-2 | 1.1% | /
CC(=O)c1cccc(-n2nnnc2SCC(=O)Nc2cccc(NC(=O)c3ccco3)c2)c1 | 6.8% | 10
CS(=O)(=O)c1ccc2nc(NC(=O)CN3C(=O)C4CC=CCC4C3=O)sc2c1 (stereo not given) | -3.2% | 10
COc1ccc(S(=O)(=O)N2CCCCC2)cc1NCC(=O)Nc1ccc(C)cc1 | -4.7% | /
O=c1c(C=NCCN2CCNCC2)c(O)n(C2CCCCC2)c(=O)n1C1CCCCC1 | -5.1% | /
COC(=O)NC(=C(Cl)Cl)P(=O)(c1ccccc1)c1ccccc1 | 1.3% | 4
Cc1ccccc1N(C(=O)Cn1nnc(-c2cccs2)n1)C(C(=O)NCCC(C)C)c1ccco1 (stereo not given) | 0.9% | 50
O=C(Nc1ccc2c(c1)OCO2)C(c1ccccc1)N1CCN(C(=O)c2ccco2)CC1 (stereo not given) | 1.7% | /

All compounds of this part, repeating the preview:
SMILES | M. tuberculosis GlmU | Mtb RmlCD inh
Cc1nn(CC(=O)OCC(=O)Nc2ccccc2[N+](=O)[O-])c(C)c1[N+](=O)[O-] | -2.6% | -6
Cc1nn(-c2ccccc2)c2sc(-c3n[nH]c(=S)o3)cc12 | 7.5% | /
CC(c1ccccc1)N(NC(=O)C(O)(c1ccccc1)c1ccccc1)C(=O)c1ccccc1 (stereo not given) | 2.4% | -5
OCCCNc1ncnc2c1[nH]c1ccccc12 | 12% | /
COC(=O)c1ccc(CSc2nc3c(c(=O)n2-c2ccccc2)SCC3)o1 | 6.6% | -7
COc1ccc(NC(=O)CN2C(=O)C(c3ccccc3)=NC23CCCCCC3)cc1 | -6.8% | 8
COC(=O)c1c(NC(=O)c2cnccn2)sc2c1CCC2 | / | -6
Cc1cc(C)n(CC(O)COc2ccc3ccccc3c2)n1 (stereo not given) | 7.8% | -4
COC(=O)c1ccc(OCCn2cnc3ccccc3c2=O)cc1 | 2.4% | 4
O=[N+]([O-])/C(C(=C(Cl)Cl)N1CCOCC1)=C1\NCCO1 | -1.0% | 9
CC(=O)Nc1ccc(NC(=O)CCn2nnc3ccccc32)cc1 | -4.0% | -5
O=c1cccc2n1Cc1cc3ccccc3nc1-2 | 1.1% | /
CC(=O)c1cccc(-n2nnnc2SCC(=O)Nc2cccc(NC(=O)c3ccco3)c2)c1 | 6.8% | 10
CS(=O)(=O)c1ccc2nc(NC(=O)CN3C(=O)C4CC=CCC4C3=O)sc2c1 (stereo not given) | -3.2% | 10
COc1ccc(S(=O)(=O)N2CCCCC2)cc1NCC(=O)Nc1ccc(C)cc1 | -4.7% | /
O=c1c(C=NCCN2CCNCC2)c(O)n(C2CCCCC2)c(=O)n1C1CCCCC1 | -5.1% | /
COC(=O)NC(=C(Cl)Cl)P(=O)(c1ccccc1)c1ccccc1 | 1.3% | 4
Cc1ccccc1N(C(=O)Cn1nnc(-c2cccs2)n1)C(C(=O)NCCC(C)C)c1ccco1 (stereo not given) | 0.9% | 50
O=C(Nc1ccc2c(c1)OCO2)C(c1ccccc1)N1CCN(C(=O)c2ccco2)CC1 (stereo not given) | 1.7% | /
CCCCc1cc(=O)oc2cc(C)cc(O)c12 | 7.3% | -3
CCN(C(=O)CN1C=NS(=O)(=O)c2ccccc21)c1ccccc1 | 2.8% | -14
Cc1cccc(S(=O)(=O)c2c(N)n(-c3ccccc3)c3nc4ccccc4nc23)c1 | 1.5% | /
Clc1ccc(CSc2nccn2Cc2ccccc2)cc1 | -6.3% | /
N#C/C(=C\c1ccncc1)C(N)=O | 2.3% | 11
Cc1ccc(/C=C(\NC(=O)c2ccccc2)C(=O)NC(Cc2ccccc2)C(=O)O)cc1 (stereo not given) | 2.2% | 25
CNNC(=S)NC1CC2CC1C1C=CCC21 (stereo not given) | -2.0% | -6
COc1ccc(NC(=O)CN2CCN(S(=O)(=O)c3ccc(C(C)C)cc3)CC2)cc1OC | -1.6% | /
CCC(C)(C)C1CCC(=NNS(=O)(=O)c2ccc(C)c([N+](=O)[O-])c2)CC1 (stereo not given) | 1.4% | -5
COc1ccc(CC(=O)OCn2nnc3ccccc3c2=O)cc1OC | 6.4% | -14
CSc1cccc(NC(=S)N2CCC(N(C)C3CCCCC3)CC2)c1 | / | -6
Cc1ccc(NC(=S)N(CCCN2CCOCC2)Cc2ccco2)cc1 | 0.5% | 11
COC(=O)c1ccc(NC(=O)CSc2nnc(COc3c(C)cccc3C)o2)cc1 | -1.7% | /
Cc1cccc(NC(=S)N(CCCN(C)C)Cc2cc3cc4c(cc3[nH]c2=O)OCO4)c1 | -2.9% | -12
C(=N\N1CCOCC1)/c1cn(-c2ccccc2)nc1-c1ccccc1 | -6.7% | 3
COc1ccc(-c2onc3ccc(Cl)cc23)cc1 | / | 9
Cc1cccc(NC(=O)c2sccc2-n2cccc2)c1C | -0.4% | /
Cc1nn2c3cc(N4CCOCC4)ccc3nc2c2ccccc12 | 0.1% | /
N#C/C(=N\O)c1nc2ccccc2s1 | -3.3% | 7
COc1cc(-n2c(C)nc3cc(C(=O)O)ccc32)cc(OC)c1OC | 3.4% | 8
COc1c2c(nc3occc13)C(CCC(C)(C)O)(OC)C(O)CC2 (stereo not given) | 0.9% | 1
Cc1cc(C)n(-c2nc3ccccc3nc2N2CCCCCC2)n1 | -4.3% | /
O=C(Nc1ccc2oc(-c3ccccc3F)nc2c1)c1cncc(Br)c1 | -2.0% | -7
Cc1ccc(C(=O)N/C(=C\c2sccc2C)C(=O)NCc2ccncc2)cc1 | -4.2% | -9
COc1ccc(N2CCN(Cc3nc(N)nc(Nc4ccc(C)c(Cl)c4)n3)CC2)cc1 | 8.3% | /
CC(=O)c1cccc(NC(=O)CN(C)Cc2ccc(OC(F)F)cc2)c1 | 1.3% | 10
Cc1ccccc1NC(=O)c1c(C)[nH]c(=S)c(C#N)c1-c1ccco1 | -1.8% | 8
CC(=O)Nc1ccc(S(=O)(=O)N2CCN=C2SCc2cccnc2)cc1 | / | 3
CCOC(=O)c1sc(NC(=O)c2ccc(S(=O)(=O)N3CCCCC3)cc2)nc1-c1ccccc1 | 1.1% | 1
CCOC(=O)C(C(=O)OCC)C(Nc1ccc(Br)cc1)c1ccccc1 (stereo not given) | 0.7% | -10
Cc1cc(C2N=C(N)Nc3nc4ccccc4n32)c(C)n1-c1ccccc1Cl (stereo not given) | 3.6% | 5
Further results.
SMILES | M. tuberculosis GlmU | Mtb RmlCD inh
O=C(CNCc1ccco1)Nc1ccccc1-n1cccc1 | -1.3% | -4
Cc1ccsc1/C=N/NC(=O)c1ccncc1 | 2.8% | -9
COC(=O)NNC(=O)c1ccccc1OC | -3.1% | 0
O=C(c1cccnc1)N1c2ccccc2Sc2ccccc21 | -1.0% | -10
COc1ccccc1NC(=O)c1c(N=Cc2ccccc2O)cnn1C | -1.5% | -14
COC(=O)c1ccc(NC(=O)C(=O)N2CCCC2)cc1 | 1.1% | /
CCN(CC)CCC(=O)NC(C)(C)Cc1ccc(O)cc1 | -7.7% | /
O=C(NC(Cc1c[nH]c2ccccc12)C(=O)NCc1ccc(F)cc1)OCc1ccccc1 (stereo not given) | 2.6% | 1
CC(=O)c1c(C(C)=O)c(C)n(NC(=O)c2ccccc2O)c1C | -1.5% | /
Cc1ccc(C(c2nnnn2CCC(C)C)N2CCN(C)CC2)cc1 (stereo not given) | -2.3% | -3
Cc1cc(C)n2nc(SCC(=O)N(CC(C)C)c3c(N)n(CC(C)C)c(=O)[nH]c3=O)nc2n1 | -0.2% | 10
C=CCNc1nc(NC(C)(C)CO)nc(OCC)n1 | 3.8% | 11
CCCCC(CC)CNC(=O)C(Cc1ccccc1)NS(=O)(=O)c1ccc2c(c1)CCC(=O)N2 (stereo not given) | 2.0% | 5
CC(=O)c1cccc(-n2nnnc2SCC(=O)NNC(=O)C(C)C)c1 | -0.4% | -12
COc1ccc(CN2CCN(Cc3cccn3-c3ncccn3)CC2CCO)c(C)c1C (stereo not given) | 0.4% | /
COC(=O)c1c(C)oc2ccc(N(C(=O)c3ccncc3)S(=O)(=O)c3ccccc3)cc12 | 5.4% | 20
COc1ccc(CNC(=O)COC(=O)C2=COCCO2)cc1 | 6.9% | -2
Nc1nonc1C(=O)NCCNc1ncccc1[N+](=O)[O-] | -1.2% | 8
O=C(c1cc2ccccc2o1)N1CCN(S(=O)(=O)/C=C/c2ccccc2)CC1 | -4.0% | -7
CCOC(=O)N1CCN(C(=O)c2ccc3c(=O)n(CC4CCCO4)c(=S)[nH]c3c2)CC1 (stereo not given) | -2.1% | /
O=C(CN1CCCCC1)Nc1cccc2c1OCO2 | 1.8% | /
CCN1CCCC1CNC(=S)Nc1ccc(C(C)=O)cc1 (stereo not given) | -5.0% | /
CCCC1C(C#N)=C(N)Oc2cc(C)n(C)c(=O)c21 (stereo not given) | -1.2% | -11
O=C(c1ccco1)N(Cc1cccc([N+](=O)[O-])c1)c1ccc(Br)cc1 | 1.5% | /
Cc1ccccc1N1C(=O)c2ccccc2NC1c1ccncc1 (stereo not given) | -3.7% | /
O=C(Nc1ccc(S(=O)(=O)NCc2ccccc2)cc1)c1ccccc1[N+](=O)[O-] | 2.8% | 1
CCOC(=O)c1ccc(Oc2nc(NC)nc(OC)n2)cc1 | 2.9% | 4
CN(C(=O)CCN1C(=O)C2C3C=CC(C3)C2C1=O)c1ccccc1 (stereo not given) | 6.4% | /
COC(=O)C1=C(CCc2ccccc2)NC(=O)NC1c1ccc(Cl)cc1 (stereo not given) | -1.5% | /
O=Nc1ccc(O)c2ncccc12 | / | 7
Cc1ccc(S(=O)(=O)CCC(=O)Nc2ccc3c(c2)OCO3)cc1 | 1.3% | 4
O=C(OCc1ccc(Cl)cc1)c1cccnc1Cl | 8.0% | -4
CCOc1ccc(CC(=O)Nc2nccs2)cc1OCC | -3.9% | -2
CCCOc1ccc(Cl)cc1CNc1ccccc1 | 1.9% | /
Cc1ccc(C)c(N2CCN(C(=O)c3csc(C)c3C)CC2)c1 | -0.9% | 11
COC(=O)c1ccccc1NC(=O)CSc1nnc(COc2cccc(OC)c2)n1C | -0.3% | 68
COc1cc2ccccc2c2c1CCCC2=O | -0.5% | /
O=C(NN1CCCCC1)c1cccc(COc2ccc(Cl)cc2)c1 | 0.3% | 3
CCCCNC(=O)Cn1cnc2c(cnn2-c2ccc(C)c(C)c2)c1=O | -4.9% | 4
c1ccc(C2Nc3ccccc3Oc3ccccc32)cc1 (stereo not given) | -2.6% | /
Cc1cc(C)c(S(=O)(=O)N2CCOCC2)cc1C | -9.2% | 8
CC(C)C(C(=O)Nc1ccc2c(c1)OCCO2)N1C(=O)c2ccccc2C1=O (stereo not given) | 2.7% | /
COc1cc(-c2cc(N)n(S(=O)(=O)c3ccccc3)n2)cc(OC)c1OC | 2.2% | /
Cc1cc(NC(=O)c2ccc(S(=O)(=O)N3CCOCC3)cc2)no1 | -7.6% | -3
COc1cc2[nH]c(=S)nc(NC3CCCCCC3)c2cc1OC | 0.5% | -11
O=C(CN1CCN(Cc2ccc(F)cc2)C1=O)NC1CCCC1 | 0.9% | 8
CC(=O)c1c(COC(=O)c2ccc(Cl)cc2)nc2ccccc2[n+]1[O-] | 3.6% | 9
O=C(Nc1cccc(-c2nc3cccnc3s2)c1)c1cccnc1Cl | -0.3% | 2
N/C(=N\c1nc(CSc2nc3ccccc3s2)cc(=O)[nH]1)Nc1ccc(F)cc1 | 3.8% | 36
CCOc1ccc(N(Cc2cc3ccc(C)cc3[nH]c2=O)S(C)(=O)=O)cc1 | -4.1% | 12
Later entries:
SMILES | M. tuberculosis GlmU | Mtb RmlCD inh
CCCC(=O)Nc1ccc(C(=O)NCc2ccccn2)cc1 | -3.6% | 7
O=C(CS(=O)c1cccc(C(F)(F)F)c1)Nc1ccccc1Cl (stereo not given) | 3.3% | /
O=c1c2ccccc2nc2c3ccccc3c(NCc3cccnc3)nn12 | 5.8% | /
Cc1nc2ccccc2cc1C(=O)N/N=C/c1ccco1 | -0.3% | -1
O=C1CN2C(=N1)N(Cc1ccccc1)c1ccccc12 | 1.2% | /
CCOC(=O)c1sc(NC(=S)NC(=O)c2cccc(Cl)c2)c(C(=O)OCC)c1C | -3.3% | -2
Cc1c(C2Nc3ccccc3NC3=C2C(=O)CC(C)(C)C3)cnn1C (stereo not given) | -3.5% | /
S=C(NCc1ccc(Cl)cc1)NN1CCOCC1 | 1.4% | /
CCOC(=O)/C=C1\Nc2ccccc2SC1=O | 1.4% | /
COn1c(SCc2ccccc2)nc2ccccc2c1=O | -2.5% | /
Cc1cc(NC(=O)CSc2nc(C(C)(C)C)nc3ccccc23)no1 | 1.1% | -8
COc1cc(/C=N\NC(=O)c2ccc(C)nc2)ccc1OC(=O)c1ccco1 | -0.7% | /
CCOc1cc(C2NC(=O)NC(C)=C2C(=O)OC(C)CC)cc(Br)c1O (stereo not given) | 8.6% | /
COc1ccc(NC(=S)NNc2ccc(S(=O)(=O)Nc3ccccc3C(=O)O)cc2[N+](=O)[O-])cc1 | 3.1% | 10
